Compound activity as filed in PubChem BioAssay.
PvdQ inh: P. aeruginosa PvdQ acylase inhibitors, primary screen, biochemical, fluorescence, plate reader and imaging, single point. PvdQ acylase [Pseudomonas aeruginosa LESB58]. purified PvdQ acylase. inhibition, % at 10 µM. 340,000 tested, 0.063% active; in the data active = inhibition above about 30%, passing the limit was not always enough; inconclusive = no clear call, values can overlap the other calls;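 note: 0% = vehicle neutral wells and 100% = reference inhibitor wells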
CDK5 p35 inh: inhibitors of human CDK5/p35 kinase, primary screen, biochemical, single concentration | Cyclin-dependent kinase 5 (Homo sapiens) + Cyclin-dependent kinase 5 activator 1 (Homo … | Recombinant CDK5/p35, ADP-Glo luminescence, 60 min | inhibition, % at 10 µM | 330,000 tested, 0.01% active | AID 488839, 2010;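 active = highest replicate inhibition of at least 50% and at least 75% of replicates reaching 50%; inconclusive = only one of the two criteria met; inactive = both criteria failed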;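 note: plate controls were DMSO neutral control for no effect and GW8510 at 10 µM for full effect; many of its hits are not listed in these tables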
SUMO Mot1 rescue: yeast Mot1-301 growth rescue at high temperature, primary screen, SUMOylation pathway inhibitor project, S. cerevisiae, ATP luminescence, 38.5C; S. cerevisiae Mot1-301 growth rescue; percent above DMSO median, 100 means doubled; growth rescue, % at 18.8 µM; 320,000 tested, 1% active; AID 2716, 2010;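 active = every valid replicate shows activation above 250% relative to neutral control wells; inactive = the rest, any valid replicate at or below 250%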;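 note: OY570 slx delta 5 strain wells were the positive control but not used for scaling; some compounds called inactive have numbers as strong as hits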
dFosB activator: activators of delta FosB homodimer, primary screen, biochemical, fluorescence polarization, TAMRA-CDK5 oligo, single point; Protein FosB (Mus musculus), P13346; purified delta FosB; percent of positive-control signal above neutral wells; activation, % at 25 µM; 340,000 tested, 0.99% active; AID 493131, 2011;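 active = mean activation above about 17%, with every replicate also reaching it, limit read from the data, passing the limit was not always enough; inconclusive = only one of the two conditions met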;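 note: fluorescence polarization rise as delta FosB binds a TAMRA Cdk5 AP-1 oligo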
LANA DNA inh: inhibitors of KSHV C-LANA binding to DNA, primary screen, biochemical, fluorescence polarization, FAM-LBS DNA, MBP-C-LANA, single point. Kaposi's sarcoma herpesvirus LANA C-terminal domain (residues 932-1162) DNA binding. inhibition, % at 9 µM. 340,000 tested, 0.078% active. AID 504423, 2011;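 active = highest replicate inhibition at or above 60% at 9 µM, even if other replicates fall short; inactive = all replicates below 60% inhibition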;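 note: 0% = neutral control wells and 100% = 4 µM acridine orange control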
Rtt109 Vps75: inhibitors of C. albicans Rtt109/Vps75 HAT, primary screen, biochemical, ThioGlo CoA-SH fluorescence, plate reader. Histone acetyltransferase RTT109 (Candida albicans (strain SC5314 / ATCC MYA-2876)), …. purified Rtt109/Vps75, 4 h. inhibition, % at 34.9 µM. 330,000 tested, 0.16% active;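 active = inhibition of at least 50% in every replicate; inconclusive = best replicate reaches 50% inhibition but some replicates fall short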
Keap1 Nrf2 FP: Keap1-Nrf2 protein-protein interaction inhibitors, primary screen, biochemical, fluorescence polarization, single point; Kelch-like ECH-associated protein 1 (Homo sapiens), Q14145; Keap1 Kelch-Nrf2 peptide fluorescence polarization, 1536-well; inhibition, % at 9.4 µM; 340,000 tested, 0.15% active; AID 504523, 2011; in the data active = inhibition above about 12%; inconclusive = no clear call, values can overlap the other calls; inactive = below about 7.3%;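 note: human Keap1 Kelch domain with fluorescein labeled Nrf2 9mer peptide probe; 0% = neutral control wells and 100% = peptide positive control; higher means more block of Keap1 binding to Nrf2 peptide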
PfHsp90 set2: growth inhibition of PfHsp90-expressing yeast, primary screen, antimalarial PfHsp90 inhibitor project, S. cerevisiae, BacTiter-Glo luminescence, single point, set 2; BacTiter-Glo ATP, 48 h; yeast lacking PDR1 and PDR3 efflux regulators; inhibition, % at 9.4 µM; 310,000 tested, 0.32% active;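 active = every replicate shows inhibition above about 80%, whatever the replicate mean, limit read from the data; inconclusive = mean inhibition reaches the set limit but some replicate falls short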;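 note: 0% = DMSO neutral controls and 100% = 20 µM radicicol positive controls; yeast relying on Plasmodium falciparum Hsp90 in place of its own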
RTF Ca sens act: cardiac RTF calcium sensitivity activators, primary screen, biochemical, IANBD-TnC fluorescence, EC20 calcium. Troponin I, cardiac muscle (Homo sapiens) + Troponin T, cardiac muscle (Homo sapiens) + …. IANBD-labeled TnC RTF fluorescence at EC20 calcium; 0% EC20 calcium, 100% full calcium. activation, % at 7.2 µM. 340,000 tested, 0.24% active;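 active = activation above the mean over all tested compounds plus 3 SD, cut at about 30% in these data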;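 note: rise in fluorescence read as greater calcium sensitivity of cardiac thin filaments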
NSD2 inh: NSD2 histone methyltransferase inhibitors, primary screen, biochemical, AlphaScreen, single concentration, set 2; inhibition, % at 12.5 µM; 310,000 tested, 0.54% active; NSD2 peptide methylation, 120 min; in the data active = inhibition above about 50%
RTF Ca sens inh: cardiac RTF calcium sensitivity inhibitors, primary screen, biochemical, IANBD-TnC fluorescence, EC70 calcium | 340,000 tested, 0.12% active | AID 493244, 2011 | IANBD-labeled cardiac RTF, Ca2+ fluorescence | inhibition, % at 7.15 µM;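 active = inhibition above the mean inhibition of all tested compounds plus 3 SD, cut at about 17% in these data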;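 note: assay run at fixed EC70 calcium of 1.6 mM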
An asterisk follows results filed as active; ? = inconclusive; · = not tested or not shown. No enrichment for hits. About 3.2% of those tested had a hit in this group.

structure	PvdQ inh	LANA DNA inh	RTF Ca sens act	SUMO Mot1 rescue	CDK5 p35 inh	dFosB activator	Rtt109 Vps75	RTF Ca sens inh	Keap1 Nrf2 FP	PfHsp90 set2	NSD2 inh
O=C(NCCc1c[nH]c2ccccc12)c1cnccn1	-16	2.3	-2	260	0.1	-1	-4	-4	-2	·	-2
Cc1nc(CCNC(=O)c2ccccc2)cs1	0	-1.9	-1	641*	2.0	3	1	-14	-5	2	-3
Cc1c(Cl)c([N+](=O)[O-])nn1CC(=O)NCc1ccco1	-18	-0.6	4	8	1.4	-2	-1	-7	1	-6	-9
COc1ccc(-c2ccnc(SCC(=O)N3CCOCC3)n2)cc1	-9	-1.1	-1	12	-0.1	-14	1	-7	-5	13	-2
O=[N+]([O-])c1cccc(-c2c(-c3ccccc3)ncc3cc(F)ccc23)c1	8	0.4	-3	-10	-0.4	12	?	-1	1	-7	·
COc1ccc2oc(C(=O)Nc3ccc(S(=O)(=O)N(C)C4CCN(C)CC4)cc3)c(C)c2c1	-15	-1.6	3	-10	-2.7	-64	9	1	0	-18	12
COC1Cc2ccccc2N(C(=O)N2CCN(CCO)CC2)c2ccccc21 (configuration not stated)	-13	-0.1	0	54	-0.8	-14	11	-10	0	9	-1
CC1(C)CC(NC(=O)c2cc(COc3cccc(C(F)(F)F)c3)on2)CCO1 (configuration not stated)	4	-0.6	0	123	0.2	-9	16	0	2	13	-8
O=C(CN1C(=O)C2C3C=CC(C3)C2C1=O)Nc1nc(SCc2ccc(Cl)cc2)n[nH]1 (configuration not stated)	-10	-1.4	3	1	0.3	-3	7	-10	-6	-2	0
O=C(c1ccccc1)N(c1ccccc1)c1ccccc1O	-16	-0.2	-5	·	1.5	-6	5	-3	-2	9	2
COC(=O)CSc1nc2nc(C)c(Br)cc2[nH]1	-16	-2.2	-2	-6	-1.8	-8	-10	-5	-3	32	-1
CC(=O)N1C(=O)CC(C)N(C(C)=O)c2ccc([N+](=O)[O-])cc21 (configuration not stated)	-8	-0.6	5	4	0.5	1	5	1	-9	-9	1
CC1(C)N=C(N)N=C(N)N1c1cccc(CN)c1	1	-3.5	7	-11	0.3	-7	8	1	-2	-7	-1
CCCNS(=O)(=O)c1ccc(CCC(=O)NCc2ccco2)cc1	-12	1.2	4	-7	0.3	-8	-8	-7	-2	·	·
CN(C)c1ccc(/C=C/c2nc3ccccc3c(=O)n2CCO)cc1	-2	12	38*	-1	2.3	-10	-43	-135	-57	-12	-11
O=C(Nc1ccccc1C(=O)N1CCOCC1)c1cccc(S(=O)(=O)N2CCCC2)c1	-1	0.1	-1	·	1.3	-14	-9	-16	1	-14	-3
O=S1(=O)c2cccc3cccc(c23)N1CCBr	0	1.1	1	-26	3.3	-8	-11	-10	1	23	-21
C=CCn1c(N)c(C(=O)NCCC2=CCCCC2)sc1=S	5	0.0	-1	2	-2.6	-11	5	-4	-3	31	1
CC(C)CN1C(=O)c2ccc(NC(=O)c3cccs3)cc2C1=O	-9	-1.0	-2	5	-1.7	-5	0	-6	3	2	1
COCCNC(=O)c1cc(-c2cccc(OC)c2)on1	8	-0.8	2	12	-1.3	-11	29	1	-3	8	0
CCn1c(SCC(=O)Nc2nccs2)nnc1-c1cc2cccc(OC)c2o1	-15	-1.1	7	·	-0.3	1	0	-10	-3	·	-3
COCCCNC(=O)c1cc2cc(Br)ccc2oc1=O	-4	-0.2	-5	·	-0.5	7	-9	6	-4	-23	-4
Cc1ccc(C(=O)NCN2CCN(c3ccccc3)CC2)cc1	-17	0.0	4	·	-2.0	5	-3	-12	-2	·	2
Cn1cc(C(=O)N2CCN(c3ccccn3)CC2)c(=O)c2cc(S(=O)(=O)N3CCOCC3)ccc21	19	-13	-12	-1	-0.7	0	-5	-3	4	-13	-5
CN(C)c1ccc(/C=C2\NC(=S)N(Cc3ccccc3)C2=O)cc1	4	-2.5	66*	-16	0.5	-14	10	-163	-11	-7	-3
O=C(NC1CCCCC1)C(c1ccco1)N(C(=O)c1csnn1)c1ccccc1 (configuration not stated)	-5	0.3	-4	2	0.5	-7	6	-3	-3	-10	2
CC1=CC(C)(C)N(C(=O)c2ccc(F)cc2)c2cc3c(cc21)OCO3	-12	-0.2	2	-23	-0.8	-10	7	-5	-6	-1	5
O=C(COc1ccc(Br)cc1)Nc1nnc(C2CC2)s1	5	0.7	-6	8	1.1	4	9	-1	-1	14	-1
CN(C)CCN(C(=O)c1ccc(N2C(=O)CCC2=O)cc1)c1nc2cc3c(cc2s1)OCO3	3	-2.5	-1	-15	1.1	7	5	4	3	-6	·
Cc1ccc(N2CN(Cc3cccnc3)CNC2=S)cc1	1	0.5	24	-14	-2.3	-8	2	-8	-1	7	0
Cc1ccc(OCC(=O)Nc2ccc(C(=O)O)cc2NC(=O)COc2ccc(C)c(C)c2)cc1C	-8	0.5	0	102	-2.0	-2	10	-2	0	-9	3
CC(=O)N1c2ccc(S(=O)(=O)N3CCCC(C(=O)N4CCCCC4)C3)cc2CC1C (configuration not stated)	-6	0.5	-5	-11	-3.2	-8	-7	-6	4	17	·
O=C(NCCCN1CCN(c2ccc(F)cc2)CC1)C1CCCN(c2ncnc3c2nc2n3CCCCC2)C1 (configuration not stated)	-9	-0.5	-1	-12	-0.9	-8	20	-3	0	-20	7
Cc1ccc(C(=O)N/C(=C/c2cccs2)C(=O)NCCc2c[nH]c3ccccc23)cc1	8	-0.1	1	-4	-0.2	1	-5	6	2	-12	-1
Cc1nnc(NC(=O)CSc2nnc(CNC(=O)c3ccc(F)cc3)o2)s1	16	-1.5	4	233	-0.5	-9	-7	-7	-4	-1	-5
CN(C(=O)c1cc2n(n1)C(C(F)(F)F)CC(c1ccco1)N2)c1ccccc1 (configuration not stated)	10	0.9	-3	111	-0.4	-11	23	-8	1	-8	-2
CC1(C)CC(=O)C=C(Nc2ccc(F)cc2F)C1	-5	-1.4	-1	545	0.4	-2	0	-5	-3	·	0
COc1ccc(NS(=O)(=O)c2ccc(C(=O)N(C)Cc3ccc(C)o3)cc2)cc1	-23	-1.1	4	3	0.2	-11	-3	-6	2	12	3
CC1CCN(C(=S)NC(=O)c2cccs2)CC1	-12	-5.6	1	-4	-0.7	-15	5	-2	-4	23	-5
COc1ccccc1-n1c(SCC(N)=O)nc2c(c1=O)SCC2	-3	3.4	-7	·	-0.2	-11	-5	-6	2	-14	·
Cn1c(CCN2CCN(c3ccccn3)CC2)nc2cc(NC(=O)COc3ccccc3)ccc21	9	-2.7	2	-1	1.2	-3	16	-9	-6	-28	-1
CC(=O)Nc1ccc(S(=O)(=O)NC2(C(F)(F)F)NC(=O)N(c3ccc(C)cc3)C2=O)cc1 (configuration not stated)	9	1.7	-5	-2	0.1	-3	-2	-4	-3	0	-2
CCCCCCCC1c2c(c(C)c(C)oc2=O)Oc2c(C)c(C)oc(=O)c21	-3	1.0	11	-14	-1.0	-3	-21	4	-1	9	·
Nc1nc2c(Cl)ccc(Cl)c2s1	-16	0.7	1	-5	0.0	1	-9	-1	-3	23	4
N#CCCN(NC(=O)OCc1ccccc1)C(=O)OCc1ccccc1	-25	1.3	-3	·	1.5	-8	-3	-3	4	24	-1
CCc1ccc(NC(=S)NC2CCN(Cc3ccccc3)CC2)cc1	-12	-1.9	11	25	1.7	-7	7	-9	-4	26	8
Cc1cc(C(F)(F)F)nn1CC(=O)NCc1cccs1	-11	1.0	-3	-16	-1.2	-6	-5	-6	-3	1	-2
CC(=O)c1ccc(CCCC(=O)O)cc1	14	-1.4	0	-9	0.5	-4	-1	-1	1	·	-2
O=C(COC(=O)c1ccc(NS(=O)(=O)c2ccc3c(c2)OCCO3)cc1)NC1CCS(=O)(=O)C1 (configuration not stated)	-10	-0.9	4	3	-1.2	-7	3	-7	-4	29	0
Cc1ccc(Oc2ccccc2NC(=O)CN2C(=O)NC3(CCCC3)C2=O)cc1	11	-2.4	-2	98	1.2	-11	35	2	3	-7	0

(further entries)
structure	PvdQ inh	LANA DNA inh	RTF Ca sens act	SUMO Mot1 rescue	CDK5 p35 inh	dFosB activator	Rtt109 Vps75	RTF Ca sens inh	Keap1 Nrf2 FP	PfHsp90 set2	NSD2 inh
CC(C)c1ccc(NC(=O)CCc2ccccc2)cc1	-13	0.1	7	10	-1.6	-2	0	-4	3	-14	-3
CC1CSc2nc3sc4c(c3c(=O)n21)CCCC4 (configuration not stated)	1	-1.3	-6	2	0.8	1	-1	-5	0	·	0
Cc1ccnn1-c1ccc(C(=O)NCC(c2ccco2)N2CCCC2)cc1 (configuration not stated)	10	2.1	-5	-1	-0.1	-6	9	-8	0	18	0
CCCCN(C)CCNS(=O)(=O)c1ccc2c(c1)n(C)c(=O)c(=O)n2C	0	1.3	6	10	-0.5	4	7	-6	-5	-2	·
Cc1ccc(C)c(NC(=O)c2ccc(OCc3c(C)noc3C)cc2)c1	1	-0.2	-8	4	0.4	-6	-11	-4	0	6	1
O=C(NCC1CCCO1)c1ccc2c(c1)N(Cc1ccccc1)C(=O)CS2=O (configuration not stated)	-11	0.6	-3	3	-1.2	-3	14	-16	-3	-19	·
CC(C)C(=O)c1cc2c(cc1NC(=O)c1cccs1)OCCO2	-16	0.7	5	6	-3.0	-11	-7	-4	-6	22	-9
COc1nc(NCC(C)C)nc(Oc2ccc(OCc3ccccc3)nn2)n1	-6	-0.2	-6	-16	-0.7	-9	0	4	-1	-6	-8
COc1ccc(/C=C/C(=O)N2CCCc3ccccc32)c(OC)c1	-7	0.2	-8	87	1.6	-3	1	-8	1	-20	4
CC1=CC(c2ccc(Cl)cc2)n2nc(N3C(=O)CCC3=O)nc2N1 (configuration not stated)	8	0.7	3	7	1.1	-9	-93	-4	-5	21	·
